# Assay outcomes: PubChem BioAssay, several laboratories
# IEC-6 tox: counter-screen for KLF5 inhibitors: cytotoxicity in IEC-6 cells | IEC-6 cytotoxicity, luminescence viability | inhibition, % at 5 µM | actives 0.78% (n = 290,000) | AID 1825; in the data active = inhibition above about 22%;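 also: 0% = plate median of test compound wells and 100% = cytotoxic reference compound wells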
# HSP90 inh: inhibitors of HSP90 luciferase refolding in rabbit reticulocyte lysate | luciferase refolding luminescence, 3 h | inhibition, % at 5.6 µM | actives 0.91% (n = 290,000) | AID 1789;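 active = inhibition above the screen-wide mean plus 3 SD, computed separately per campaign, cut at about 16% in these data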;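 also: 0% = DMSO wells and 100% = 60 µM geldanamycin wells; inhibitors lower the luminescence because luciferase stays unfolded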
# aSyn 5UTR inh: 5' untranslated region of α-synuclein, MLPCN primary screen; actives 0.82% (n = 300,000); inhibition, % (tested at 7.5 µM); alpha-synuclein 5'UTR reporter, inhibitor activity; in the data active = inhibition above about 60%; inconclusive = no clear call, values can overlap the other calls;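 also: H4 neuroglioblastoma cells stably carrying SNCA 5'UTR luciferase fusion; 0% = DMSO wells and 100% = positive control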
# HSF-1 act: increases HSF-1 driven luciferase reporter signal; actives 1.7% (n = 300,000); activation, % at 9 µM; AID 504408; NIH3T3-HGL HSF-1 luciferase reporter, MG132, 8 h; 100% = twice DMSO control signal;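 active = mean replicate activation of at least 50% with a set share of replicates each reaching 50%; inconclusive = only one of those two conditions met; inactive = mean below 50% and too few replicates reaching it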;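 also: 0% = median of the neutral control wells and 100% = twice that signal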
# GSK3 alpha inh: human GSK-3 alpha kinase inhibition; ADP-Glo luminescence, 60 min; inhibition, % at 10 µM; actives 0.1% (n = 320,000); P49840;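 in the data active = inhibition above about 50%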;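 also: GST-tagged GSK-3 alpha with peptide substrate and 25 µM ATP; 0% = DMSO neutral wells and 100% = GW8510 positive control wells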
# Target sequence (P49840 whole entry, looked up): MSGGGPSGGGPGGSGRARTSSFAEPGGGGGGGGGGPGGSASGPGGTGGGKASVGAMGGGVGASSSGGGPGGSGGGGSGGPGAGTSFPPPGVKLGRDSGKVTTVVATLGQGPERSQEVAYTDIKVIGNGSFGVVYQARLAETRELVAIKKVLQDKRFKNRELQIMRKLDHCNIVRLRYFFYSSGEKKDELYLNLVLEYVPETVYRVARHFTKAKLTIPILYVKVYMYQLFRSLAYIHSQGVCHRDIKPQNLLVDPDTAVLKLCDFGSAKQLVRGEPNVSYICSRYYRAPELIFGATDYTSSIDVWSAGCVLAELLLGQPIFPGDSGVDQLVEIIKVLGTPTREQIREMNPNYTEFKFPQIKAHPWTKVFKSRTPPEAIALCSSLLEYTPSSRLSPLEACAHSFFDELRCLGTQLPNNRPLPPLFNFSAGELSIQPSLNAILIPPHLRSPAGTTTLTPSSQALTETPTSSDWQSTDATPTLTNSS
# HSF1 inhib: HSF1 inhibition. NIH3T3-HGL HSE-luciferase, MG132-induced, luminescence 8 h; active compounds read low. activity change, negative = inhibition, % at 7.5 µM (by protocol). actives 0.77% (n = 300,000). AID 2098;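 active = more than half of replicate wells show activity change below -50%, luminescence cut by over half; inconclusive = some wells, but at most half, below -50%; inactive = no replicate well below -50%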;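 also: luciferase reports HSF-1 transcriptional activity via heat shock element; 0% = median of DMSO wells and -100% = zero luminescence signal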
# KLF5 inh: inhibitors of KLF5 expression. AID 1700. actives 0.23% (n = 290,000). inhibition, % at 5 µM. DLD-1 KLF5 promoter-luciferase reporter, luminescence;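 active = inhibition above a per-plate limit of that plate's mean compound inhibition plus 3 SD, cut at about 60% in these data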;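 also: 0% = DMSO wells and 100% = LY294002 at 200 µM; higher means less KLF5 promoter-driven luciferase light; inactives centre near -14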
# PolyA inh: inhibitors of polyadenylation in S. cerevisiae; calls only at 12 µM; S. cerevisiae SKY197-pL101 polyadenylation reporter, beta-gal luminescence; efflux-impaired pdr1/pdr3 knockout yeast; score 100 = 6 SD above DMSO; actives 0.02% (n = 300,000);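 active = lowest replicate activity score at least 50, where 100 means six control SD above control mean; inconclusive = lowest score under 50 but half or more replicates reach 50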;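 also: yeast exposed to compound for 9 h at 30 °C; higher score means more reporter readthrough which indicates perturbed polyadenylation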
# AI-2 QS mod: modulators of Vibrio harveyi AI-2 quorum sensing system; Vibrio harveyi JMH597 AI-2 luminescence/OD600 ratio, 9 h; active compounds read low; strain lacks LuxN and CqsS sensors; 0 = neutral-control median; activity change, % at 7.5 µM; actives 0.4% (n = 300,000); AID 2094; in the data active = activity change below about -75%, passing the limit was not always enough; inconclusive = no clear call, values can overlap the other calls;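 also: luminescence divided by OD600 gain over 9 h not by final OD600 alone; inactives centre near 13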
# GSK3beta inhib: inhibitors of human GSK3beta kinase | actives 0.038% (n = 300,000) | GST-GSK3beta kinase, ADP-Glo luminescence, 60 min; active compounds read low | AID 2097 | activity score (negative = inhibition), % at 10 µM | P49841;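 active = more than half of replicate wells score below -50%, meaning over 50% inhibition versus plate controls; inconclusive = some replicates but at most half score below -50%; inactive = no replicate scores below -50%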;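 also: 0% = median DMSO wells and -100% = median GW8510 positive control wells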
# Target sequence (P49841 whole entry, looked up): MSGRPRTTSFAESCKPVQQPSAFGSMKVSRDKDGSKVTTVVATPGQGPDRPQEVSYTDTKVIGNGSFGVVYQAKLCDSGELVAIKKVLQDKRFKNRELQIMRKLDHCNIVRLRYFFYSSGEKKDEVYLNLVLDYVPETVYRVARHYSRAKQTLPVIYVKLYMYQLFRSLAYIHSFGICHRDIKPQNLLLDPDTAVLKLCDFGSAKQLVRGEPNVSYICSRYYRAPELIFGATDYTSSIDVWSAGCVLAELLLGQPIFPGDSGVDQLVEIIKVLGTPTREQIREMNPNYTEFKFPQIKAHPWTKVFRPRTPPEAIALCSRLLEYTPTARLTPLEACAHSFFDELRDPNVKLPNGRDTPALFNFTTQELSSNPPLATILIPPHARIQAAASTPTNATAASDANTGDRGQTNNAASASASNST
#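 Test system: GST-fused GSK3beta enzyme, cell-free | Quantity: 1.6 ng GST-GSK3beta enzyme per well | Reagent: 25 µM ATP with peptide substrate | Schedule: 60 min enzyme reaction, room temperature | Signal: Luminescent ADP-Glo measurement of ADP formed | Read-out basis: Score relative to plate controls | Control set: DMSO and 20 µM GW8510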
# Active calls of the source: *; i = inactive; u = inconclusive; x = no result given. An excerpt; rates above refer to the full screens.
SMILES,IEC-6 tox,HSP90 inh,aSyn 5UTR inh,HSF-1 act,GSK3 alpha inh,HSF1 inhib,KLF5 inh,PolyA inh,AI-2 QS mod,GSK3beta inhib
CC(NC(=O)c1ccc(OC2CCN(S(=O)(=O)N(C)C)CC2)cc1)C1CC1 (centres undefined),5,0,26,-3,1,-2,-21,i,27,6
COc1cc(/C=N\NC(=O)CN2CCOCC2)ccc1OCC(=O)Nc1ccc(C)c(C)c1,0,2,-60,32,-3,7,-26,i,22,5
COc1cc(OC)c(C(=O)Nc2cc(Cl)ccc2-n2cncn2)cc1OC,x,x,15,20,-1,2,x,i,15,2
COc1ccc(/C(C)=N/NC(=O)CN(c2ccc(OC)cc2)S(=O)(=O)c2ccccc2)cc1,0,-1,4,4,0,10,-37,i,9,3
COc1cc(CN2CCCN(C)CC2)c([N+](=O)[O-])cc1OC,-3,2,4,0,-3,5,-6,i,13,0
COc1ccccc1NC(=O)Nc1ccccc1C(=O)NCCCN1CCOCC1,-4,6,-20,14,1,4,-26,i,13,5
Cc1nn(-c2ccc(Cl)c(Cl)c2)c(=O)c2ccccc12,8,1,-64,16,x,2,0,i,0,1
O=C(NN1C(=O)C2C3c4ccccc4C(c4ccccc43)[C@@H]2C1=O)c1ccccc1 (some centres undefined),-12,-6,4,-2,-1,-3,-9,i,23,3
Cc1ccc(CN2CCN(/N=C/c3ccccc3)CC2)cc1,-3,7,4,10,-2,1,-15,i,27,8
C=CCN(CC=C)S(=O)(=O)c1ccc2nc(NC(=O)C(C)C)sc2c1,54*,3,x,x,-6,x,40,x,x,x
O=C(NCC1CCCN1S(=O)(=O)c1cccs1)C(=O)Nc1ccc(F)cc1F (centres undefined),x,x,-14,-1,3,-7,x,i,14,-1
O=C(c1ccccc1)c1ccc(OCCCN2CCCC2)cc1,5,0,-31,3,0,1,-38,i,28,0
O=C(O)c1ccccc1NC(=O)C(c1ccccc1)c1ccccc1,x,x,-2,-3,-3,-8,x,i,28,1
CCOC(CNC(=O)C1CCN(S(=O)(=O)c2ccc3nc4c(c(C(=O)O)c3c2)CCCCC4)CC1)OCC,-4,-3,4,3,-2,4,-20,i,10,2
Cc1nc2ccccc2c(=O)n1NC(=O)c1ccco1,-7,-4,x,x,-1,x,-49,x,x,x
O=C(CC1C(=O)NCCN1Cc1c(F)cccc1Cl)NCCCn1ccnc1 (centres undefined),-7,-3,3,-25,2,-3,-12,i,13,31
N#Cc1c(NC(=O)CSc2nnnn2C2CCCCC2)sc2c1CCCC2,-3,0,-22,-11,-1,-1,-36,i,6,-5
OCCCn1c(C2CCCN2c2nc(-c3ccc(F)cc3)cs2)nc2cc(Cl)c(N3CCCCC3)cc21 (centres undefined),x,x,-27,-14,-2,-5,x,i,1,4
COc1ccc(C(=O)C2CCCN(Cc3ccc4nonc4c3)C2)cc1F (centres undefined),-1,-1,2,24,-1,12,-20,i,5,-1
CSCC[C@H](NC(=O)OC(C)(C)C)C(=O)N/N=C/c1cc2ccc(C)cc2nc1Cl,-1,-5,34,7,0,2,-15,i,32,1
CCCCN(C)CC(O)Cn1cc(/C=C/C(=O)c2ccc(OCC)cc2)c2ccccc21 (centres undefined),-2,3,32,3,0,3,-24,i,12,1
CC(C)OP(=O)(c1ccccc1)c1ccccc1,1,-3,19,8,-1,-6,-19,i,6,-2
COc1cccc(N(CC(=O)NCCSc2ccccc2)S(C)(=O)=O)c1,-3,2,2,10,-1,2,-9,i,6,-2
Cc1cc(C(=O)NC2CCCc3c2cnn3-c2ccc(C)c(C)c2)nc(C)n1 (centres undefined),3,3,-2,-1,-1,4,-1,i,1,-8
Cc1ccc(C(=O)/C=C/c2ccc3c(c2)OCO3)o1,0,-1,-26,60*,-1,41,-17,i,10,0
O=C(COC(=O)CCS(=O)(=O)c1ccc(Cl)cc1)NC1CCCCC1,-3,-2,-2,16,1,-2,-46,i,3,0
O=C(Nc1ccc2c(c1)CCC2)c1ccccc1F,1,9,-8,7,0,9,-200,i,21,4
COC(=O)C1=C(C)NC(=S)N(C(C)=O)C1c1ccc(OC)c(OC)c1 (centres undefined),4,-1,45,21,-1,3,7,i,17,2
Cc1cccc(N2CCN(C(=O)Cc3ccc(-n4c(=O)[nH]c5ccsc5c4=O)cc3)CC2)c1C,3,-1,27,4,-1,-3,23,i,36,5
N#Cc1c(NC(=O)COC(=O)c2ccc(F)cc2)sc2c1CCC2,-2,-2,-6,-7,0,2,-7,i,29,2
Cc1ccc(CNc2cnn(C34CC5CC(CC(C5)C3)C4)c(=O)c2Cl)cc1,-4,-1,2,14,0,9,-12,i,13,3
CC1(C)Cc2nc3[nH]c(=S)[nH]c(=O)c3cc2CO1,1,-2,-7,x,2,x,-44,i,3,1
CN(c1nc2ccccc2[nH]c1=O)C1CCCCC1,12,2,20,-2,-2,-3,-45,i,-7,-7
COc1ccc(NC(=O)Cc2ccc(Cl)cc2Cl)cn1,1,-2,12,17,1,-6,-19,i,15,-2
CC(=O)C1=C(O)C(=O)N(CCc2c[nH]c3ccccc23)C1c1ccco1 (centres undefined),1,5,-4,-12,1,-6,5,x,24,1
O=[N+]([O-])c1cccc(/C=C/c2nc3ccc([N+](=O)[O-])cc3[nH]2)c1,10,-1,-152,49,-3,30,-27,i,18,-1
CCOCCCNC(=S)Nc1ccc2nc3n(c(=O)c2c1)CCCCC3,3,-2,-9,9,0,-6,-29,i,6,1
Cc1ccc(C)c(N(CC(=O)NCc2ccco2)C(=O)CCC(=O)Nc2ccccn2)c1,-4,1,-1,-10,x,-10,-4,i,10,3
Cc1cccc(C(=O)O/N=C2/CC3CCC2(C)C3(C)C)c1 (centres undefined),1,0,-5,-10,0,-2,-3,i,26,3
O=C(c1cnsn1)N1CCC(CO)(Cc2cccc(F)c2)CC1,3,-4,-138,u,0,33,-73,i,1,-3

# Grouped by structure: those above containing a thiophene ring, fused or not.
SMILES,IEC-6 tox,HSP90 inh,aSyn 5UTR inh,HSF-1 act,GSK3 alpha inh,HSF1 inhib,KLF5 inh,PolyA inh,AI-2 QS mod,GSK3beta inhib
O=C(NCC1CCCN1S(=O)(=O)c1cccs1)C(=O)Nc1ccc(F)cc1F (centres undefined),x,x,-14,-1,3,-7,x,i,14,-1
N#Cc1c(NC(=O)CSc2nnnn2C2CCCCC2)sc2c1CCCC2,-3,0,-22,-11,-1,-1,-36,i,6,-5
Cc1cccc(N2CCN(C(=O)Cc3ccc(-n4c(=O)[nH]c5ccsc5c4=O)cc3)CC2)c1C,3,-1,27,4,-1,-3,23,i,36,5
N#Cc1c(NC(=O)COC(=O)c2ccc(F)cc2)sc2c1CCC2,-2,-2,-6,-7,0,2,-7,i,29,2

# Continuation:
SMILES,IEC-6 tox,HSP90 inh,aSyn 5UTR inh,HSF-1 act,GSK3 alpha inh,HSF1 inhib,KLF5 inh,PolyA inh,AI-2 QS mod,GSK3beta inhib
Cc1ccc(C2=NS(=O)(=O)N(C)C(C(=O)NC(C)c3ccccc3)=C2)cc1 (centres undefined),1,1,-18,13,3,5,-8,i,37,1
CCc1ccccc1NC(=S)N(CCCN1CCOCC1)Cc1ccccn1,0,3,-2,16,-1,-5,-11,i,20,-1
COc1ccc(NC(=S)N2CCC(NC(=O)c3ccco3)CC2)cc1,3,0,-7,15,-5,-4,-4,i,x,x
COc1ccc(N(C(=O)c2snc(C(N)=O)c2N)C(C(=O)NC2CCCC2)c2ccc(F)cc2)c(OC)c1 (centres undefined),-6,3,17,19,0,4,5,i,-5,-2
CN(CCc1ccccn1)C(=O)CCC1CCCN(C(=O)c2ccsc2)C1 (centres undefined),-4,0,19,3,-1,-4,1,i,10,2
O=C(COC(=O)c1ccc(S(=O)(=O)NCc2ccco2)cc1)Nc1ccccc1OC(F)F,-8,-2,9,103*,-1,49,1,i,32,1
O=[N+]([O-])c1ccc(-n2nnnc2CN2CCCCC2)cc1,1,-2,-28,12,0,-5,-1,i,4,-2
O=c1[nH]c(CN2CCN(S(=O)(=O)c3cccs3)CC2)nc2c(Br)cc(Br)cc12,-2,-1,-19,8,-2,-4,-27,i,42,-1
CC(C)(C)n1nc2c(c1NC(=O)c1c(F)cccc1F)CS(=O)(=O)C2,-4,1,-5,13,0,-2,-7,i,24,1
NC(=O)c1ccsc1NC(=O)C1CC1,x,x,11,25,4,3,x,i,15,-2
Cc1cc(C(=O)OCC(=O)NC2CCS(=O)(=O)C2)c(C)n1-c1ccccc1 (centres undefined),-4,-2,-10,-1,3,-6,2,i,5,-1
COC(=O)CSc1n[nH]c(-c2ccncc2)n1,-3,1,-6,0,1,-11,-25,i,21,5
Cc1cc(C)c(C)c(S(=O)(=O)Nc2ccc(C(N)=O)cc2)c1C,-5,-2,-10,1,-2,2,0,i,18,0

# Taken from the entries so far, two compounds:
SMILES,IEC-6 tox,HSP90 inh,aSyn 5UTR inh,HSF-1 act,GSK3 alpha inh,HSF1 inhib,KLF5 inh,PolyA inh,AI-2 QS mod,GSK3beta inhib
COC(=O)CSc1n[nH]c(-c2ccncc2)n1,-3,1,-6,0,1,-11,-25,i,21,5
Cc1cc(C)c(C)c(S(=O)(=O)Nc2ccc(C(N)=O)cc2)c1C,-5,-2,-10,1,-2,2,0,i,18,0

# Two entries drawn at random from those above, as already listed:
SMILES,IEC-6 tox,HSP90 inh,aSyn 5UTR inh,HSF-1 act,GSK3 alpha inh,HSF1 inhib,KLF5 inh,PolyA inh,AI-2 QS mod,GSK3beta inhib
Cc1ccc(C2=NS(=O)(=O)N(C)C(C(=O)NC(C)c3ccccc3)=C2)cc1 (centres undefined),1,1,-18,13,3,5,-8,i,37,1
CC(C)(C)n1nc2c(c1NC(=O)c1c(F)cccc1F)CS(=O)(=O)C2,-4,1,-5,13,0,-2,-7,i,24,1
